# Compound activity from PubChem BioAssay.
# CHT block: inhibitors of human choline transporter CHT; Q9GZV3; CHT-expressing cells, membrane potential dye, choline response; stronger effect = lower value; B-score at 10 µM; actives 0.86% (n = 310,000); AID 488975;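 active = B-score over 3 SD under the library average, and starting fluorescence ratio not unusually high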;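 note: choline stimulus applied at its EC90 after an EC20 pre-addition; B-score computed on integrated fluorescence ratio after choline addition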
# Target sequence (Q9GZV3 whole entry, looked up): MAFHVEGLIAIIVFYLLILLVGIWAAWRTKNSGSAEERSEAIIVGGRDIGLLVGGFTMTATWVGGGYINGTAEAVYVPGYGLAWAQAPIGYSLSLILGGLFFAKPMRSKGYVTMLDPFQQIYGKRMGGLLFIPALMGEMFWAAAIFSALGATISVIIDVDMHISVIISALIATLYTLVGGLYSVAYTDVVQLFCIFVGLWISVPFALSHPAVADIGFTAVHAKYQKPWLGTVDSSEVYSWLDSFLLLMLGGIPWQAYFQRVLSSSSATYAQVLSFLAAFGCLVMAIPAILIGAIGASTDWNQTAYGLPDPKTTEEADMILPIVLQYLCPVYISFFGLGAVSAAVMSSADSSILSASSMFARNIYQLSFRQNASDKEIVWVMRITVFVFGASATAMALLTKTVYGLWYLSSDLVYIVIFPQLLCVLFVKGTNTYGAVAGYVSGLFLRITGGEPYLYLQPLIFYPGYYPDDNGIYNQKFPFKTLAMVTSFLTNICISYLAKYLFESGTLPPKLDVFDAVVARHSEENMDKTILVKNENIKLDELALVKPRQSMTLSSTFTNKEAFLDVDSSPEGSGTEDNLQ
# KCNQ2 inh: KCNQ2 channel blockers in CHO-K1 cells – cell-based, FluxOR thallium flux, B-score, primary screen (AID 2156) | B-score at 10 µM | actives 1.1% (n = 310,000) | 20 min; stronger effect = lower value | O88943;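 active = fluorescence ratio B-score at most minus 3 library SDs, with starting brightness B-score within 2 library SDs, cut at about -5.5 in these data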
# * = called active by the depositor; i = inactive; · = no result given.
CHT block | KCNQ2 inh | SMILES
i | i | O=C(Cc1cccs1)N(c1ccc(Br)cc1)C1C=CS(=O)(=O)C1 (stereo unspecified)
i | i | O=c1[nH]c2cc([N+](=O)[O-])c(NCCO)c([N+](=O)[O-])c2[nH]1
i | i | COCCCn1c(C23CC4CC(CC(C4)C2)C3)n[nH]c1=S
i | i | Clc1ccc(C[n+]2cc(-c3ccccc3)n3c2CCC3)cc1Cl
i | i | O=C(c1ccccc1S(=O)(=O)NCC(O)COc1ccc([N+](=O)[O-])cc1)N1CCCCC1 (stereo unspecified)
i | i | COCCCNC(=O)c1cc(OC)c(OC)c(OC)c1
i | i | O=C1/C(=C/c2cccnc2)Oc2cc(OS(=O)(=O)c3ccccc3)ccc21
i | i | O=C(c1cccs1)N1CCN(C(=O)N2CCOCC2)CC1
i | i | Cc1oc(-c2ccc(Cl)cc2)nc1CS(=O)CC(=O)NCCN1CCCC1 (stereo unspecified)
i | i | COc1cc2nc(NCC3CCCO3)n3nc(-c4cccnc4)nc3c2cc1OC (stereo unspecified)
i | i | O=C(NNC(=O)C12CC3CC(CC(C3)C1)C2)c1cccc([N+](=O)[O-])c1
i | i | Cc1ccc2[nH]c(=O)c(-c3nc4c(C)cccn4c3NCc3ccco3)cc2c1
i | i | O=C(O)CCCCCN1C(=O)CSC1=S
i | i | CCOC(=O)c1cc2cc(F)ccc2nc1C
i | i | CC1(C)C2([N+](=O)[O-])CN3CC1([N+](=O)[O-])CN(C2)C3C(O)C(O)C(O)CO (stereo unspecified)
i | i | COc1ccc(N(CC(=O)N2CCOCC2)S(C)(=O)=O)c(OC)c1
i | i | O=C(COC(=O)/C=C/c1cccc(C(F)(F)F)c1)Nc1cccc2ccccc12
i | i | CCOC(=O)C[C@H]1c2ccccc2S(=O)(=O)N1C1CC1
i | i | CCOC(=O)c1c(NC(=O)CN2CCCCC2)sc2c1CCN(C(=O)OCC)C2
i | i | Cc1ccc(S(=O)(=O)N2CCOCC2)cc1NC(=O)COC(=O)c1cc(=O)c2ccccc2o1
i | i | Cc1ccc(NC(=S)N2CCC(c3nc4ccccc4s3)CC2)cc1
i | i | COc1ccc(C(=O)CSc2nnc(-c3cnccn3)n2Cc2ccco2)cc1
i | i | COC(=O)c1cc(NC(=S)NCc2ccc(Cl)cc2)cc(C(=O)OC)c1
i | i | O=C(O)CCCC(=O)Nc1ccccc1SCCS(=O)(=O)c1ccc(Cl)cc1
i | i | CC(=O)c1cccc(NC(=O)N2CCCC2C(=O)Nc2ccc3c(c2)OCO3)c1 (stereo unspecified)
-5.7* | i | O=C(O)CC/C(=N\Nc1ccccc1[N+](=O)[O-])c1cccs1
i | i | CCN(CCC(=O)Nc1cc([N+](=O)[O-])ccc1OC)Cc1ccccc1
i | i | Cc1cc(C)cc(Oc2nc(C(F)(F)F)nc3ccccc23)c1
i | i | C=CCNC(=O)c1ccc2c(=O)n(Cc3ccccc3OC)c(=S)[nH]c2c1
i | i | COc1ccc(F)cc1S(=O)(=O)n1cc(C)nc1-c1ccccc1

# Filtered by structure, the entries above with two or more sulfur atoms
CHT block | KCNQ2 inh | SMILES
i | i | O=C(Cc1cccs1)N(c1ccc(Br)cc1)C1C=CS(=O)(=O)C1 (stereo unspecified)
i | i | O=C(O)CCCCCN1C(=O)CSC1=S
i | i | Cc1ccc(NC(=S)N2CCC(c3nc4ccccc4s3)CC2)cc1
i | i | O=C(O)CCCC(=O)Nc1ccccc1SCCS(=O)(=O)c1ccc(Cl)cc1

# For convenience, some entries already given.
CHT block | KCNQ2 inh | SMILES
i | i | O=C(Cc1cccs1)N(c1ccc(Br)cc1)C1C=CS(=O)(=O)C1 (stereo unspecified)
i | i | O=c1[nH]c2cc([N+](=O)[O-])c(NCCO)c([N+](=O)[O-])c2[nH]1
i | i | COCCCn1c(C23CC4CC(CC(C4)C2)C3)n[nH]c1=S
i | i | Clc1ccc(C[n+]2cc(-c3ccccc3)n3c2CCC3)cc1Cl
i | i | O=C(c1ccccc1S(=O)(=O)NCC(O)COc1ccc([N+](=O)[O-])cc1)N1CCCCC1 (stereo unspecified)
i | i | COCCCNC(=O)c1cc(OC)c(OC)c(OC)c1

# Later entries.
CHT block | KCNQ2 inh | SMILES
i | i | COc1ccc(NC(=O)c2ccccc2NC(=O)NC2CCCCC2)cc1
i | i | CC1CCCCN1Cc1ccc(-c2nnn(CC(=O)NC3CCCCC3)n2)cc1 (stereo unspecified)
i | i | O=C(NCCCn1cccn1)C1CCC(=O)N(CCc2ccccc2)C1 (stereo unspecified)
i | i | CCOC(=O)c1cnn(-c2cc(C)cc(C)c2)c1N
i | i | CCOC(=O)c1cc2sccc2n1CC(=O)Nc1ccc(OC)cc1
i | i | COc1cc2ncc(S(=O)(=O)c3ccccc3)c(N3CCCC(C)C3)c2cc1OC (stereo unspecified)
i | · | CCN1C(=O)[C@H]2[C@@H](c3ccc(-c4cc(C(C)=O)cs4)cc3)N3CCCC[C@@]3(C(=O)OC)[C@H]2C1=O
i | i | COc1cccc(NC(=O)C(Sc2nc3ccccc3c(=O)n2CC(C)C)c2ccccc2)c1 (stereo unspecified)
i | i | C=CCn1c(N)cc(=O)nc1SCC(=O)Nc1ccc(C)cc1
i | i | N#Cc1cc2c(nc1SCc1nc3ccccc3[nH]1)CCC2
i | i | Cc1ccsc1C(=O)NCc1ccc(Cl)cc1
i | i | O=C(CN1C(=O)CSc2ccc(S(=O)(=O)N3CCOCC3)cc21)NCc1cccnc1
i | i | COC(=O)/C(=C\c1ccc(O)cc1)c1nc2ccccc2[nH]1
i | i | COc1ccc(N2CCN(C(=O)C3CCCN(c4ncnc5c4nc4n5CCCCC4)C3)CC2)cc1 (stereo unspecified)
i | i | CC(=O)c1cccc(NC(=S)NC2CCCCCCC2)c1
i | i | O=C(O)CCc1ccc(-c2ccc(Cl)cc2)n1NC(=O)c1ccc(O)cc1
i | i | Cc1ccc(C)c(N(C)C(=O)COc2cc(=O)n(C)c3ccccc23)c1
i | i | COc1cc(/C=N/NC(=O)C(=O)NCC2CCCO2)ccc1OCC(=O)N1CCOCC1 (stereo unspecified)
i | i | CCn1c(NC(=O)c2ccccc2F)c(-c2cccs2)c(=O)c2ccccc21
i | i | Cc1ccc(NC(=O)C2CCN(C(=O)NCc3ccccc3)CC2)cc1C
i | i | NNC(=O)CNC(=O)c1ccccc1F
i | i | CC12CCC(c3c(C(=O)O)nn(-c4ccc(F)cc4)c31)C2(C)C (stereo unspecified)
i | i | COc1cccc(N2CCN(C(=O)CCSCc3ccccc3F)CC2)c1
i | -5.6* | COc1ccc(S(=O)(=O)N2CCCC(C(=O)N3CCOCC3)C2)cc1Cl (stereo unspecified)
i | i | CCOC(=O)C(C)Sc1nc2c(cnn2-c2ccc(F)cc2)c(=O)[nH]1 (stereo unspecified)
i | i | CCC(=O)N1CCCC(C(=O)c2ccc(-c3ccccc3)cc2)C1 (stereo unspecified)
i | i | Cc1cccc(N2C(=O)N3[C@@H]4c5ccccc5OC[C@@H]4[C@@H](c4ccccc4)[C@@]3(C)C2=O)c1
i | i | CCOC(=O)C1CCCN(C(=O)C2CCN(S(=O)(=O)c3ccc4ccccc4c3)CC2)C1 (stereo unspecified)
i | i | COc1ccc(NC(=O)CSc2n[nH]c(N)n2)cc1OC
i | i | O=C(CN(C(=O)CSc1nc2ccccc2o1)c1ccccc1)NC1CCCCC1
i | i | Cc1c(C(=O)CN2CCOCC2)[nH]c2ccccc12
i | i | COC(=O)c1sc2ncccc2c1OCc1ccc(Cl)cc1
i | i | CC1CN(C(=O)c2cccc(S(=O)(=O)N3CCN(c4ccc(F)cc4)CC3)c2)CC(C)O1 (stereo unspecified)
i | i | CCOC(=O)N1CCN(C(=O)CCNS(=O)(=O)c2ccc3c(c2)c(=O)n(C)c(=O)n3C)CC1
-5.5* | i | CCc1ccc(OCC(=O)N2CCN(c3ccccc3F)CC2)cc1
i | i | COc1cccc(NC(=O)c2ccc3c(c2)OCO3)c1
-6.2* | i | CC(NC(=O)CN(c1cccc(C(F)(F)F)c1)S(=O)(=O)c1ccc(Cl)c([N+](=O)[O-])c1)c1ccccc1 (stereo unspecified)
i | i | CN(C)c1nc(Oc2ccc(=O)[nH]n2)nc(N2CCOCC2)n1
i | i | COc1ccc(CC(=O)NC2CCN(CC(=O)N3CCCc4ccccc43)CC2)cc1OC
i | i | CCOCCCNS(=O)(=O)Cc1ccccc1
i | i | CCCC(=O)Nc1ccc(Cl)c(NC(=O)c2cccnc2)c1
i | i | Cc1ccc(S(=O)(=O)c2c(COC(=O)c3ccc(Cl)cc3)c(-c3ccccc3)nn2C)cc1
i | i | Cc1cccc(-n2nnc(C(=O)NCc3ccco3)c2N)c1
i | i | O=C(CSc1nc2ccccc2[nH]1)NCCc1ccc(Cl)cc1
i | i | O=S(=O)(c1ccc2nc(COc3ccc(Cl)cc3Cl)[nH]c2c1)N1CCOCC1
i | i | CC1(C)CC2CC(C)(CN2S(=O)(=O)c2ccc(C(=O)Nc3ccc(S(=O)(=O)N4CCOCC4)cc3)cc2)C1 (stereo unspecified)
i | i | COc1cccc(/C=C2/Sc3ccc(C(=O)NCCN4CCCCCC4)cc3NC2=O)c1
i | -9* | CCOC(=O)c1sc(NC(=O)c2cc(-c3ccccc3C)nc3ccccc23)c(C#N)c1C
i | i | CC(Cc1ccc(O)c(O)c1)C(C)Cc1ccc(O)c(O)c1 (stereo unspecified)
i | i | Cc1ncc(CSc2nccc(=O)[nH]2)c(CO)c1O
i | i | Nc1nc(CSc2nc3ccccc3s2)nc(Nc2ccccc2)n1
i | i | O=C(Cn1cc([N+](=O)[O-])nc1[N+](=O)[O-])N1CCN(c2ccccc2)CC1
i | i | Cc1n[nH]c(=O)nc1NCCN(C)C
i | i | Cn1c(=O)n(C)c2cc(NS(=O)(=O)c3ccccc3)ccc21
i | i | Cc1cccc(N(CC(O)CN2CCCC2)S(=O)(=O)c2ccccc2)c1 (stereo unspecified)
i | i | O=C(CCSCc1ccc(Cl)cc1)NCc1cccnc1
i | i | COc1ccc(C(=O)CSc2n[nH]c(-c3ccco3)n2)cc1
i | i | CCCCCOC(=O)CSc1nnc(-c2cc(OC)c(OC)c(OC)c2)o1
i | i | COc1cccc(C2/C(=C(\O)c3ccc4c(c3)OCCO4)C(=O)C(=O)N2CCCn2ccnc2)c1 (stereo unspecified)
i | i | CCOC(=O)Nc1nnc(-c2ccc(OC)cc2)s1

# (continued)
CHT block | KCNQ2 inh | SMILES
i | i | O=C(CN1CCN(Cc2ccccc2)CC1)Nc1cccc(S(=O)(=O)N2CCCCCC2)c1
i | · | COC(=O)[C@H]1[C@H]2C[C@@H]3c4[nH]c5cc(OC)ccc5c4CCN3C[C@H]2C[C@@H](OC(=O)c2cc(OC)c(OC)c(OC)c2)[C@@H]1OC
i | i | Cc1ccc2c(c1)N(C(=O)CCC(=O)NCc1ccccn1)CC(C)O2 (stereo unspecified)
i | i | CCN(CC)S(=O)(=O)c1cc(OCC(N)=O)c(C)cc1Cl
i | -7.7* | CCOC(=O)N1CCc2c(sc3c2c(=O)n(Cc2ccccc2)c(=O)n3Cc2ccc(C)cc2)C1
i | i | Cc1cc(N2CCOCC2)nc2ccccc12
i | i | CCOc1ccc(S(=O)(=O)c2c(C(=O)c3ccccc3)cnc3cc4c(cc23)OCCO4)cc1
i | i | O=C(N/N=C1\CCc2ccccc21)c1ccc(O)cc1
i | i | O=C(NCc1cccc2ccccc12)Nc1ccccc1
i | i | O=C(O)c1cc(-c2ccccc2)n[nH]1
i | i | COc1ccccc1CNN
i | i | CC(C)[C@H](NC(=O)Nc1ccc(S(N)(=O)=O)cc1)C(=O)O
i | i | CC1CCCN(c2nc3ccccc3nc2C(C#N)S(=O)(=O)c2cccs2)C1 (stereo unspecified)
i | i | O=S(=O)(Nc1ccc(S(=O)(=O)Nc2ncccn2)cc1)c1ccccc1
i | i | CCOC(=O)C1=C(C)N=C(/N=C/N(C)C)SC1c1ccccc1 (stereo unspecified)
i | i | Cc1cnc(CNC(=O)CC2C(=O)NCCN2Cc2cccc(F)c2F)cn1 (stereo unspecified)
i | i | NS(=O)(=O)c1ccc(NC(=O)Nc2cccc3ccccc23)cc1
i | i | CCN(CC)CCN(C(=O)c1ccc(S(=O)(=O)N(C)C2CCCCC2)cc1)c1nc2c(C)cccc2s1
i | i | Nc1ccc(C(=O)c2ccc3c(c2)OCCO3)cc1N
i | i | Cc1cc(NC(=O)c2cc(-c3ccc4c(c3)OCO4)on2)n(-c2ccccc2)n1
i | i | CC(Cl)C(=O)NNc1cccc(Cl)n1 (stereo unspecified)
i | i | CCOc1ccc(-c2nc(N)nc(C)c2-c2ccc(Cl)cc2)c(O)c1
i | i | COC(=O)C(Cc1ccc(O)cc1)NC(=O)CCC(=O)Nc1ccc(S(N)(=O)=O)cc1 (stereo unspecified)
i | i | COc1cccc(CN2CC(C(=O)NCCN3CCOCC3)CCC2=O)c1 (stereo unspecified)
i | i | COCCn1c(SCC(=O)N2CCc3ccccc3C2)nc2ccccc2c1=O
i | i | CCC(C)NCC(O)(c1ccc(Cl)cc1)c1ccc(Cl)cc1 (stereo unspecified)
i | i | CCCC(=O)Nc1cc(=O)n(C)c(=O)n1C
i | i | COc1ccc(F)cc1C(=O)C1CCCN(Cc2cccn2-c2ccccn2)C1 (stereo unspecified)
i | i | COc1ccc(CCNC(=O)c2cc(S(=O)(=O)N3CCC4(CC3)OCCO4)ccc2F)cc1OC
i | i | CCOc1ccc(C(=O)N/N=C/c2ccccc2[N+](=O)[O-])cc1
